NF-kB expr up: NF-kB expression increase, human neuronal cells | NF-kB reporter expression; hits give high values | AID 1239 | actives 1.6% (n = 190,000) | fold change at 12.5 µM; in the data active = fold change above about 3.3
FLuc inh counter: counter-screen for luciferase assay inhibitors: firefly luciferase inhibition; ATPLite firefly luciferase biochemical luminescence, 10 min; inhibition, % at 10 µM; P08659; actives 1.5% (n = 200,000);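 active = inhibition above about 50% when tested at 10 µM, limit read from the data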
Target sequence (P08659 whole entry, looked up): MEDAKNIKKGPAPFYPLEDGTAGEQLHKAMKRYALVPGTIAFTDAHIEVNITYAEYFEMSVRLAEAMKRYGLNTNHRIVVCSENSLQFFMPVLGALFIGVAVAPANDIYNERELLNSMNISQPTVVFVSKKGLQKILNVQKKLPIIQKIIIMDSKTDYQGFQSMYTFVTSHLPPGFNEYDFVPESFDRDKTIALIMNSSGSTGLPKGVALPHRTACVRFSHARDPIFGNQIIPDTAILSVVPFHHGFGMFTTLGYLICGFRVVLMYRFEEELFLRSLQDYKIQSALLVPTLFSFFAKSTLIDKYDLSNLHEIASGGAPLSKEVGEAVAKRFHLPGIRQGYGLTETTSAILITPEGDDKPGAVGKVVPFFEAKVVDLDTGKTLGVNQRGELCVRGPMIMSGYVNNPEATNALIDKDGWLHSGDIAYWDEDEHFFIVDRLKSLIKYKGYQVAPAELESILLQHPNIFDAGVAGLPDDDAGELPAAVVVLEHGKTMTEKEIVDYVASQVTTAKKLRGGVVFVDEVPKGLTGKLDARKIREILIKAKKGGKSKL
APP 5'UTR act: APP 5'UTR luciferase reporter activation; SH-SY5Y APP 5'UTR luciferase reporter, luminescence; zero percent = DMSO vehicle wells; activation, % at 2 µM; actives 1% (n = 190,000); AID 1276;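 active = activation above a set limit, based on mean plus 3 SD of controls, cut at about 140% in these data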; note: values of inactives mirror those of a sister screen read the other way
DTT redox prof: compounds producing H2O2 with reducing agent – biochemical, NIH compound library profiling, artefact control for MLSCN library redox annotation, primary screen; DTT-dependent redox cycling H2O2, phenol red/HRP absorbance; 100% = 100 µM peroxide control, 0% = buffer; activation, % at 10 µM; actives 0.03% (n = 200,000); AID 878;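 active = activation of at least 50% relative to the plate's high and low controls in the primary single-dose screen; inactive = activation below 50%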;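 note: compound incubated with DTT at 0.8 mM final as the reducing agent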
STAT1 act: STAT1 signaling activation. AID 932. actives 2.6% (n = 200,000). NIH 3T3 STAT1-luciferase reporter, IFN-gamma, luminescence; 100% = IFN-gamma alone, no compound. activation (% of control), % at 5.5 µM;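 active = activation above the screen-wide mean activation plus 3 SD, cut at about 130% in these data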;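 note: raw ratio to IFN-gamma control signal so 100% means no change and 0% no light; values of inactives mirror those of a sister screen read the other way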
Efa HMGR inh: blocks class II HMG-CoA reductase of Enterococcus faecalis. purified E. faecalis HMGR, NADPH absorbance 340 nm kinetic. inhibition, % at 10 µM. actives 0.41% (n = 190,000);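 active = inhibition above a set limit, the median over all tested compounds plus 3 SD, cut at about 9.5% in these data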;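 note: enzyme runs in reverse so mevalonate oxidation gives rising NADPH absorbance; 0% = complete reaction with DMSO and 100% = background rate lacking mevalonate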
FLuc act counter: affects firefly luciferase, flagging false hits in luciferase stimulation screens; ATPlite luciferase biochemical, luminescence, 10 min; 0 = ATP-free wells, 1 = DMSO control; activation factor at 10 µM; 200,000 tested, under 10 active; AID 1027;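 active = luciferase activation factor, scaled between plate controls, of at least 2 with compound at 10 µM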
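Assay system: Luciferase/luciferin detection reagent, cell-free biochemical luciferase assay / Also added: ATP substrate / Schedule: 10 min at ambient temperature / Measured by: luminescence measurement of luciferase light output / Benchmarks: low control with PBS replacing ATP, high control enzyme plus ATP without compound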
G6PDH CS: counter-screen for G6PDH assay hits: L. mesenteroides G6PDH inhibition | Purified L. mesenteroides G6PDH, diaphorase/resazurin coupled fluorescence, 45 min | inhibition, % at 5 µM | actives 0.12% (n = 200,000) | AID 1020; in the data active = inhibition above about 50%
APP 5UTR inh: APP translation inhibition; SH-SY5Y APP 5'UTR-luciferase reporter, luminescence; actives 0.82% (n = 190,000); AID 1285; inhibition, % at 2 µM;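 active = inhibition above a set limit, derived from the sample mean plus 3 SD, cut at about 45% in these data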; note: values of inactives mirror those of a sister screen read the other way
Hsp70 activator: switches on Hsp70 transcription | actives 0.04% (n = 200,000) | HeLa Hsp70 promoter luciferase reporter, luminescence; scaled: vehicle 0, proteasome-inhibitor control 100% | AID 1203 | activation, % at 10 µM;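 active = activation above the mean across all tested compounds plus 3 SD, cutoff set per campaign, cut at about 5.5% in these data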;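 note: 100% = MG132 at 30 µM as the positive control and 0% = DMSO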
Starred values were filed as active, the others as inactive; nt = not tested or not shown.

SMILES	NF-kB expr up	FLuc inh counter	APP 5'UTR act	DTT redox prof	STAT1 act	Efa HMGR inh	FLuc act counter	G6PDH CS	APP 5UTR inh	Hsp70 activator
COc1ccccc1NC(=O)c1nnn(Cc2ccccc2)c1NC(=O)C(F)(F)F	1.2	-7	3	1.7	95	0	1.1	2	-3	0.0
CC(c1ccccc1)N1CC(C(=O)NC2CCCC2)CC1=O (centres undefined)	1.1	-9	-11	1.9	95	8	1.1	5	11	-0.1
CCOC(=O)C(Sc1nnc2c3ccccc3n(CC)c2n1)C(=O)OCC	0.93	-5	10	0.0	97	1	1.1	-44	-10	0.0
CCOc1ccc(/C=C2\C(=O)c3ccccc3OC2c2ccccc2)cc1 (centres undefined)	1.2	-7	-2	16	100	-2	1.1	13	2	-0.2
Cc1ccccc1NC(=O)c1cnc(Nc2nc3ccccc3s2)nc1C	1	-7	-6	-8.7	98	2	1.1	1	6	-0.1
O=c1[nH]cc(NCCNc2ncc(C(F)(F)F)cc2Cl)c(=O)[nH]1	1.1	14	-5	-0.1	104	2	0.9	2	5	-0.2
Cc1ccc2oc(=O)cc(CN3CCOCC3)c2c1	1.3	-1	6	0.5	96	0	1	5	-6	-0.2
Cc1cccc(NC(=O)C(=O)NCc2ccc3c(c2)OCO3)c1C	1	-2	12	-0.3	98	10*	1	13	-12	0.2
Cc1cccc(Oc2cc(NC(=O)c3ccccc3)cc([N+](=O)[O-])c2)c1	0.67	-5	-10	2.0	86	-6	1	3	10	-0.2
Cc1ccnc(NC(c2ccccc2O)c2oc(CO)cc(=O)c2O)c1 (centres undefined)	0.86	-3	1	-1.3	105	4	1	10	-1	-0.1
COc1ccc(S(=O)(=O)O/N=C2\CCCc3ccccc32)cc1	1.2	-2	5	0.0	96	-5	1	12	-5	-0.1
O=C(CCS(=O)(=O)c1ccccc1)Nc1ccccc1F	1.3	0	4	0.0	105	0	1	5	-4	0.0
CC1(C)CC(=O)c2sc(N3CCCCC3)nc2C1	1.9	3	21	3.2	114	3	1	0	-21	0.1
O=C(Nc1ccc(-c2nnc(-c3ccco3)o2)cc1)C(c1ccccc1)c1ccccc1	0.78	-2	14	0.6	112	-5	1	-4	-14	0.1
Cc1ccccc1OCC(=O)O/N=C(\N)Cc1ccc(Cl)cc1	1.4	-3	2	1.2	102	-3	1	6	-2	-0.3
N#Cc1ccc(CSc2nnc(-c3cccnc3)n2-c2ccccc2)cc1	1.1	-6	-15	0.4	103	0	1.1	9	15	0.1
CCn1cc(-c2cc(C(=O)O)on2)c(C)n1	1.4	-3	-10	-0.3	100	-1	1	-4	10	-0.3
COCCN(Cc1cc2cc(C)c(C)cc2nc1Cl)C(=O)Nc1ccccc1	0.97	-2	nt	-0.3	104	1	1	11	nt	-0.1
CCN(CC)C(=O)c1ccc2c(c1)nnn2C	1.1	-8	13	-0.2	100	0	1.1	1	-13	-0.2
CC(=O)Oc1ccc(OC(C)=O)c(SCCCCCCl)c1	0.96	-3	-83	-1.0	90	3	1	2	83*	0.0
C/C(=N\NC(=O)c1c(Br)c(C)nn1C)c1ccc(NC(=O)c2ccoc2C)cc1	1	0	-12	-0.5	120	-4	1	-2	12	-0.3
O=C(CCC(=O)Nc1ccc(F)cc1)N/N=C/c1c[nH]c2ccccc12	0.96	0	-12	0.7	98	-7	1	-9	12	0.1
COC(=O)c1sc(NC(=O)C(C)C)c(C(=O)OC)c1C	0.96	1	11	-4.5	89	-4	1	17	-11	-0.4
CCOc1ccccc1N(CC(=O)NC1CCCC1)C(=O)CCC(=O)Nc1cc(C)on1	1.2	-13	3	2.4	99	2	1.1	14	-3	0.4
COc1cccc(/C=N/Nc2nc3ccccc3n3cnnc23)c1O	0.49	37	-43	0.4	113	4	0.6	-21	43	-0.2
Next records.
SMILES	NF-kB expr up	FLuc inh counter	APP 5'UTR act	DTT redox prof	STAT1 act	Efa HMGR inh	FLuc act counter	G6PDH CS	APP 5UTR inh	Hsp70 activator
Nn1c(Cc2ccccc2F)n[nH]c1=S	1.3	-6	-1	-2.3	92	-4	1.1	1	1	-0.2
Cn1c(=O)c2c(nc(CN3CCN(Cc4ccccc4)CC3)n2Cc2ccc(Cl)cc2)n(C)c1=O	0.42	-5	-9	-1.6	104	1	1.1	-2	9	-0.4
CS(=O)(=O)Nc1ccc(N2CCCCC2)c(Cl)c1	1.1	-3	-3	2.9	100	-8	1	6	3	-0.1
O=C(NC1CCCC1)c1noc2c1CCCCC2	1.4	4	50	0.0	121	-1	1	5	-50	-0.1
Cc1ccc(S(=O)(=O)NCCSc2nnnn2-c2cc(C)ccc2C)cc1	0.68	2	3	0.5	102	5	1	2	-2	0.4
CCOCCOC(=O)C1=C(C)N(C)C(=O)NC1c1ccccc1Cl (centres undefined)	1.1	1	-6	-0.8	99	-5	1	-5	6	-0.2
COc1ccc(CNC(=O)C(c2ccncc2)N(C(=O)Cc2cccs2)c2ccccc2)cc1 (centres undefined)	1	-6	nt	0.0	106	3	1.1	-5	nt	-0.3
c1ccc2nc3c(nc2c1)[nH]c1ccccc13	5.9*	45	257*	0.0	160*	0	0.6	1	-188	0.1
CCN(C(=O)CSc1nc2nc(C)cc(C)n2n1)c1cccc(C)c1	1.5	-1	4	0.8	101	5	1	3	-4	-0.3
COc1ccc(C2NC(=S)NC3=C2CCc2cc(OC)ccc23)cc1 (centres undefined)	1	0	24	-4.4	98	-2	1	27	-24	-0.5
O=C(CCCCCn1c(=O)[nH]c2ccsc2c1=O)NCc1cccs1	0.86	-9	-22	0.8	100	2	1.1	-24	22	-0.2
Cc1[nH]c2ccccc2c1/C=C(\C#N)C(=O)NC(C)c1ccccc1 (centres undefined)	0.88	-11	-5	2.1	101	-6	1.1	17	5	-0.2
Cn1nnnc1SCC(=O)Nc1ccccn1	1.2	-8	-14	0.2	92	1	1.1	5	14	-0.3
Cn1c(SCC(=O)c2ccc(-c3ccccc3)cc2)nnc1-c1ccco1	1.1	0	0	1.7	96	-10	1	-52	0	-0.4
CCOC(=O)c1c(C)n(C)c2ccc(OCC(O)CNC(CC)CO)cc12 (centres undefined)	0.84	0	-6	-4.2	122	-9	1	5	6	-0.1
O=C(NC1CCCC1)c1cccc(Cn2cc([N+](=O)[O-])cn2)c1	1.2	-1	15	-0.9	88	2	1	4	-16	0.4
O=C(CCCCCN1C(=O)CCC1=O)Nc1ccc2c(c1)OCO2	1.1	0	20	0.7	101	0	1	-10	-20	0.0
Cc1ccc(C)c(SCC(=O)OCC(=O)NCc2ccccc2)c1	1.1	0	11	-1.6	107	1	1	5	-11	0.0
CCOc1cc(N2CCOCC2)c(OCC)cc1NC(=O)c1ccc(OC(C)C)cc1	0.6	-5	40	-1.6	101	-4	1	0	-40	0.5
Cc1ccc(CC(=O)Nc2cccc(C#N)c2)cc1	0.9	-8	6	-0.3	92	-4	1.1	7	-6	0.0
COc1ccc2nc(Nc3nc(CSc4nc5ccccc5[nH]4)cc(=O)[nH]3)nc(C)c2c1	1.1	-5	-8	0.2	102	-3	1	10	8	-0.4
Cc1cccc(C(=O)NCC(=O)OCC(=O)N2CC3(C)CC2CC(C)(C)C3)c1 (centres undefined)	1.2	-2	-8	nt	99	4	1	4	8	0.0
C=CCn1c(SCc2cc(=O)n3ccsc3n2)nc2ccccc2c1=O	0.83	1	-7	0.0	98	1	1	7	7	-0.2
O=C(N=Nc1ccc(NOC(=O)c2ccccc2Br)cc1)c1ccccc1O	1.4	61*	16	0.1	96	0	0.4	-2	-16	0.0
CC(C)C[C@H](NC(=O)c1nc[nH]c1C(=O)NC(c1ccccc1)c1ccccc1)C(=O)OC(C)(C)C	0.29	-2	-8	0.2	103	-3	1	20	8	-0.1

Among those listed so far, 8 have an NH in an aromatic ring:
SMILES	NF-kB expr up	FLuc inh counter	APP 5'UTR act	DTT redox prof	STAT1 act	Efa HMGR inh	FLuc act counter	G6PDH CS	APP 5UTR inh	Hsp70 activator
O=c1[nH]cc(NCCNc2ncc(C(F)(F)F)cc2Cl)c(=O)[nH]1	1.1	14	-5	-0.1	104	2	0.9	2	5	-0.2
O=C(CCC(=O)Nc1ccc(F)cc1)N/N=C/c1c[nH]c2ccccc12	0.96	0	-12	0.7	98	-7	1	-9	12	0.1
Nn1c(Cc2ccccc2F)n[nH]c1=S	1.3	-6	-1	-2.3	92	-4	1.1	1	1	-0.2
c1ccc2nc3c(nc2c1)[nH]c1ccccc13	5.9*	45	257*	0.0	160*	0	0.6	1	-188	0.1
O=C(CCCCCn1c(=O)[nH]c2ccsc2c1=O)NCc1cccs1	0.86	-9	-22	0.8	100	2	1.1	-24	22	-0.2
Cc1[nH]c2ccccc2c1/C=C(\C#N)C(=O)NC(C)c1ccccc1 (centres undefined)	0.88	-11	-5	2.1	101	-6	1.1	17	5	-0.2
COc1ccc2nc(Nc3nc(CSc4nc5ccccc5[nH]4)cc(=O)[nH]3)nc(C)c2c1	1.1	-5	-8	0.2	102	-3	1	10	8	-0.4
CC(C)C[C@H](NC(=O)c1nc[nH]c1C(=O)NC(c1ccccc1)c1ccccc1)C(=O)OC(C)(C)C	0.29	-2	-8	0.2	103	-3	1	20	8	-0.1

(further entries)
SMILES	NF-kB expr up	FLuc inh counter	APP 5'UTR act	DTT redox prof	STAT1 act	Efa HMGR inh	FLuc act counter	G6PDH CS	APP 5UTR inh	Hsp70 activator
CCOc1ccc(CCNC(=O)C2=C(C)C(=O)OC23CCCCC3)cc1OCC	1.2	2	-16	-0.9	98	-3	1	14	16	0.0
CCOCN(C(=O)Cn1c(CO)nc2ccccc21)c1c(C)cccc1CC	1	-8	-7	2.2	96	-2	1.1	0	7	-0.1
O=C(CSc1ncnc2sc3c(c12)CCCC3)c1ccco1	1.8	11	18	-0.1	96	-4	0.9	1	-18	0.2
Cc1noc(C)c1C(=O)Nc1sc2c(c1C(N)=O)CCCCC2	1.4	8	2	0.7	107	1	0.9	4	-2	0.2
Cc1cccc(NC(=O)c2cnc3sccn3c2=O)c1	5.5*	60*	167*	-0.5	124	-5	0.4	12	-167	-0.3
COc1cc(NC(=S)N2CCCCC2C)cc(OC)c1OC (centres undefined)	0.98	-2	7	-0.1	97	6	1	24	-7	-0.1
COc1ccc(CC(=O)NCc2cn3ccsc3n2)cc1	0.91	-2	4	-0.2	103	1	1	1	-4	0.2
O=C(O/N=C/c1ccc2c(c1)OCO2)c1ccccc1Cl	3.7*	70*	7	-12	103	-9	0.3	18	-7	0.0
CC1=CC2=NC(=O)/C(=C\c3cccn3CCOc3ccccc3)C(=N)N2O1	0.56	-6	-18	-0.2	96	3	1.1	-4	18	-0.1
